Cneo AK release = causes C. neoformans cell lysis. adenylate kinase release luminescence, 4 h; normalised: neutral wells 0, clomiphene wells 100. lysis activity, % at 15 µM. hit rate 0.2% among 360,000;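 active = mean lysis activity across replicates of at least 80%, whatever share of replicates individually reach that level; inactive = mean lysis activity below 80%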
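Signal: Adenylate kinase release luminescence | Assay system: Log-phase Cryptococcus neoformans yeast cells | Input: Cells at 5 × 10^6 per mL | Buffer or medium: Fresh YPD growth medium | Compound: Single dose | Schedule: Static 4 h at 37 °C with compound, 1 h detection | Controls: Clomiphene | Read-out: Luminescence rise reflecting yeast cell lysis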
LGR2 antag = blocks bursicon-induced cAMP signaling via Drosophila LGR2; HEK293 LGR2, CRE-luciferase, bursicon-stimulated, 4 h; inhibition, % at 9.99 µM; hit rate 0.35% among 380,000; AID 720647;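 active = drop in luminescence signal, shown as inhibition above about 50% in the replicate tests, limit read from the data, passing the limit was not always enough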;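 also: agonist challenge used bursicon conditioned medium at about half maximal strength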
PAX8 reporter = lowers PAX8-driven luciferase in RMG-I cells | RMG-I TPO-luciferase reporter, SteadyGlo, 24 h | AID 652154 | hit rate 1.2% among 360,000 | inhibition, % at 12.6 µM;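 active = mean replicate inhibition at least 60% with every replicate also reaching 60%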;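 also: luciferase light reporting Pax8 driven TPO promoter activity; plate controls were median of neutral control wells for no effect and mitoxantrone controls for full effect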
ARNT-TACC3 inh = disrupts binding between human ARNT and TACC3 | Q9Y6A5 | AlphaScreen His-ARNT PAS-B/GST-TACC3 binding, luminescence; TACC3 fragment carries E629A point mutation | inhibition, % at 9.99 µM | hit rate 0.66% among 390,000;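 active = mean inhibition of replicates at least 50% and at least half of replicates each reaching 50%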;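 also: 0% = complete ARNT plus TACC3 wells and 100% = ARNT alone without TACC3; many hits fall short of the cut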
PglD inh = inhibitors of Campylobacter jejuni PglD acetyltransferase | purified PglD enzyme, DTNB colorimetric CoA detection | inhibition, % at 12.5 µM | hit rate 0.098% among 360,000 | AID 602405; in the data active = inhibition above about 16%, passing the limit was not always enough; also: strong numbers were not always called active
PGC1a acetyl inh = PGC1a acetylation modulation, inhibitor mode; U2OS PGC1a acetylation, AlphaScreen anti-acetyl-lysine; with virally co-expressed GCN5 acetyltransferase; inhibition, % at 15.6 µM; hit rate 0.17% among 350,000;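 active = every replicate shows inhibition of at least 40%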;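 also: 0% = neutral control wells and 100% = positive control wells; some results beyond the cut were filed as inactive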
GSIS activator = GLuc luminescence reporter in INS-1E cells, primary screen for activators of glucose-dependent secretion of insulin; INS-1E GLuc reporter insulin secretion, 2-3 h; activation, % at 16.6 µM; hit rate 0.61% among 370,000; AID 743287;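 active = lowest replicate activation of at least 40%, so every replicate reaches that level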;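 also: 0% = median of neutral control wells and 100% = median of IBMX positive control wells; some compounds called inactive have numbers as strong as hits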
Statin myotox sup = suppression of simvastatin myotoxicity. rescue of ATP level, % at 7.49 µM. C2C12 myotubes + simvastatin, ATP luminescence, 48 h; scaled: DMSO 0, geranylgeraniol control 100. AID 602340. hit rate 0.78% among 330,000;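 active = mean ATP rescue above about 67%, or every replicate alone reaching that limit, limit read from the data, passing the limit was not always enough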;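 also: myotubes were challenged with 10 µM simvastatin during compound exposure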
* hit, by the source's call; . = not tested or not shown. Outcome played no part in choosing rows; 2.9% or so of the library scored in one or more.

| SMILES | Cneo AK release | LGR2 antag | PAX8 reporter | ARNT-TACC3 inh | PglD inh | PGC1a acetyl inh | GSIS activator | Statin myotox sup |
| --- | --- | --- | --- | --- | --- | --- | --- | --- |
| CS(=O)(=O)Nc1ccc2c(c1)[C@@H]1C[C@@H](CC(=O)NCc3cccc(F)c3)O[C@H](CO)[C@@H]1O2 | 1 | -8 | 6 | -10 | 1 | 15 | 5 | 6 |
| O=C(c1cc(C2CCCCN2S(=O)(=O)c2ccc(F)cc2F)on1)N1CCOCC1 (configuration not stated) | -1 | 2 | -6 | . | -3 | 2 | 3 | 0 |
| O=C(COC(=O)C1CC1)Nc1ccc(Cl)cn1 | 2 | -21 | 5 | -5 | 2 | 1 | 5 | 13 |
| CCCn1c(=O)c(C(=O)NCCc2ccc(OC)c(OC)c2)c(O)c2ccccc21 | -1 | -14 | -9 | . | 0 | . | 15 | 1 |
| COc1ccc(OC)c(N=C2C(=O)Nc3ccccc32)c1 | -1 | . | -4 | 20 | 1 | 0 | . | -3 |
| COc1ccc(NC(=O)N(C)C[C@H]2OCc3ccccc3-c3c(n(C)c4ccccc34)C(=O)N([C@@H](C)CO)C[C@H]2C)cc1 | 0 | 4 | . | 5 | 3 | -31 | -22 | -5 |
| CCOc1ccc(OCCSc2nc3ccccc3[nH]2)cc1 | -5 | -14 | . | -1 | 8 | 1 | -23 | 9 |
| CCOc1cccc(N2C(=O)CC(N(CCc3ccc(OC)c(OC)c3)C(=O)CC)C2=O)c1 (configuration not stated) | 0 | . | . | -1 | -3 | -8 | . | 40 |
| OCC[C@H]1C[C@@H](O)[C@H](O)[C@@]2(Cc3ccccc3O2)O1 | 2 | 0 | -29 | -17 | 0 | 0 | 15 | 118* |
| CCN(CC(=O)Nc1cc(S(=O)(=O)N2CCOCC2)ccc1Cl)Cc1ccccc1 | -2 | 1 | 28 | . | -6 | 0 | -13 | -11 |
| NC(=S)NN=C(c1ccc(Br)cc1)C1CC1 | 3 | 19 | . | 17 | -1 | 2 | 1 | -10 |
| O=C(CC(C(=O)O)N1CCOCC1)Nc1ccc(Cl)cc1 (configuration not stated) | . | . | . | 0 | . | -6 | 3 | -1 |
| O=C(COc1ccccc1)N(Cc1cccs1)C1CCS(=O)(=O)C1 (configuration not stated) | . | 0 | 7 | -8 | . | -1 | 6 | 7 |
| COc1cc(=O)[nH]c(SC(C)C(=O)Nc2cccc3ccccc23)n1 (configuration not stated) | 3 | 10 | 3 | 13 | -4 | . | -7 | 13 |
| COC(=O)c1sccc1N/N=C/c1cccc(OC)c1O | -3 | 77* | 7 | 1 | 1 | -3 | 5 | -3 |
| COc1ccc(S(=O)(=O)N[C@@H]2C=C[C@H](CC(=O)N3CCN(c4ccccc4)CC3)O[C@@H]2CO)cc1 | 5 | 11 | 2 | -1 | -3 | -6 | 8 | 4 |
| CCC1(C)Cc2ccccc2C(Nc2c(C)n(C)n(-c3ccccc3)c2=O)=N1 (configuration not stated) | 4 | 2 | . | -3 | -1 | -4 | -1 | . |
| O=C(O)C1C2C=CC(C2)C1C(=O)Nc1ccc(C(=O)N2CCCCC2)c(Cl)c1 (configuration not stated) | 0 | 9 | . | 2 | 1 | -5 | 12 | 0 |
| Cc1ccccc1-c1cnc2c(c1)C(=O)N([C@@H](C)CO)C[C@@H](C)[C@H](CN(C)Cc1cncnc1)O2 | 0 | 7 | -19 | -4 | -1 | 2 | 9 | -7 |
| CCOc1ccccc1NC(=O)CCn1c(=O)oc2ccccc21 | 0 | . | 8 | -12 | -3 | -38 | . | 7 |
| CCN(CC)S(=O)(=O)c1ccc(N2CCOCC2)c(NS(=O)(=O)c2ccc(C)c(C)c2)c1 | . | 12 | 17 | -2 | . | . | -14 | . |
| CC12C(=O)N(c3cccc4cccnc34)C(=O)C1C1C=CC2C1 (configuration not stated) | 2 | -23 | 3 | 7 | 2 | . | 8 | 4 |
| Cc1[nH]c2ccccc2c1CCN(Cc1cccs1)C(=S)Nc1ccccc1 | 3 | 26 | 22 | -29 | 3 | -7 | 6 | -2 |
| Cc1ccnc(SCc2cc(=O)c(OC(=O)c3ccc(S(=O)(=O)N4CCCC4)cc3)co2)n1 | -1 | -3 | -3 | 8 | -1 | . | 28 | . |
| CCC(=O)OCC(=O)Nc1ccc([N+](=O)[O-])cc1OC | . | -37 | 9 | 0 | . | -5 | 0 | 7 |

The list continues.
| SMILES | Cneo AK release | LGR2 antag | PAX8 reporter | ARNT-TACC3 inh | PglD inh | PGC1a acetyl inh | GSIS activator | Statin myotox sup |
| --- | --- | --- | --- | --- | --- | --- | --- | --- |
| O=C(NCc1ccc2c(c1)OCO2)Nc1ccc([N+](=O)[O-])cc1 | -2 | -7 | -6 | 1 | 3 | -7 | 5 | . |
| COc1ccc(NC(=O)Nc2ccc3c(c2)C(=O)N([C@@H](C)CO)C[C@H](C)[C@H](CN(C)Cc2ccccc2)OCCCC[C@H](C)O3)cc1 | -1 | 13 | 14 | 7 | 0 | -7 | -26 | . |
| O=C(c1ccccc1Br)N1N=C(c2ccccc2)CC1c1ccccc1F (configuration not stated) | -1 | -7 | 31 | -1 | 3 | 4 | -25 | 31 |
| CO[C@@H](CN(C)S(=O)(=O)c1ccc(Cl)cc1)[C@H](C)CN(Cc1ccccc1Cl)[C@H](C)CO | -6 | 1 | . | -5 | 3 | -29 | -29 | -26 |
| Cc1ccc(OCCNC(=O)Cn2cnc3c(=O)n(C)c(=O)n(C)c32)cc1C | 4 | . | -5 | -12 | -3 | -24 | . | -11 |
| COc1ccc(N(CN2C(=O)c3ccccc3C2=O)C(=O)C(C)C)cc1 | 0 | 8 | 9 | -8 | -2 | 7 | 5 | 4 |
| CCc1ccc(OC(C)C(=O)N(Cc2ccccc2)C2CCS(=O)(=O)C2)cc1 (configuration not stated) | 3 | 6 | 28 | -1 | -2 | . | -7 | 3 |
| C[C@@H]1CCCCO[C@H](CN(C)C(=O)Nc2ccc(C(F)(F)F)cc2)[C@@H](C)CN([C@@H](C)CO)C(=O)c2cc(NS(=O)(=O)c3cn(C)cn3)ccc2O1 | -2 | 17 | 9 | -9 | 0 | 3 | -14 | . |
| O=C(CN1CCN(C(=O)c2cncn2-c2ccccc2)CC1)Nc1ccccc1Cl | 0 | -3 | -1 | 7 | 10 | -4 | . | 0 |
| N=c1c(S(=O)(=O)c2ccc(Cl)cc2)cc2c(=O)n3ccccc3nc2n1CC1CCCO1 (configuration not stated) | -5 | . | . | -6 | 3 | . | . | -11 |
| CN(C)CCCN(C(=O)c1nc2ccccc2s1)c1nc2ccc(F)cc2s1 | 2 | -4 | -6 | -6 | 0 | 4 | 10 | . |
| CN1C(=O)/C(=C\c2cc(Br)cs2)c2ccccc21 | . | -53 | -151 | 0 | . | -5 | -6 | . |
| CCn1c(C)nc2cc(C(=O)NNC(=S)NC(=O)c3ccccc3)ccc21 | . | -6 | -6 | 24 | . | 9 | -17 | . |
| CCCNC(=O)NC(=O)CSc1nnc(C)n1N | -1 | . | . | -1 | -6 | -6 | . | 80* |
| CCc1nnc(NC(=O)c2ccc3ccccc3n2)s1 | -7 | 19 | -26 | 31 | -4 | -14 | 4 | -3 |
| CCOC(=O)C1(C)CCCN(C(=O)c2ccc(C#N)cc2)C1 (configuration not stated) | 1 | 3 | 4 | . | -1 | . | 5 | -15 |
| O=C(O)c1ccc(N2C(=O)C3C4c5ccccc5C(Br)(c5ccccc54)C3C2=O)cc1 (configuration not stated) | . | 16 | 2 | -8 | . | -6 | 0 | . |
| Cc1nn(C)c(=O)c(N)c1-c1cc(-c2ccc(Cl)c(Cl)c2)n[nH]1 | 0 | -7 | 19 | . | 2 | -9 | 2 | . |
| CN(C)C(=O)c1ccc(-c2ccc([C@H]3[C@H](C#N)N(C(=O)Cc4ccccn4)[C@H]3CO)cc2)cc1 | 1 | -11 | -23 | 2 | 2 | 2 | 13 | -6 |
| O=C(NC(=S)Nc1cccc(C(F)(F)F)c1)c1ccc2nonc2c1 | 3 | 10 | 25 | . | 2 | -11 | . | . |
| OC(Cc1cccnc1)(Cc1cccnc1)c1cc2ccccc2[nH]1 | . | 11 | 23 | -4 | . | . | 18 | . |
| COc1ccc2c3c([nH]c2c1)[C@H](CO)N(C(=O)c1cccc(F)c1)CC31CN(C(=O)CC2CC2)C1 | . | -20 | 1 | . | . | -24 | -11 | . |
| Cc1ccc(-c2ccc([C@H]3[C@H]4CN(C)CCCCN4[C@H]3CO)cc2)cc1 | 50 | 8 | -10 | 0 | 0 | 2 | 7 | . |
| O=C(OCCCN1CCOCC1)c1ccc(O)c(O)c1 | . | 5 | -7 | 5 | . | . | -9 | . |
| COc1ccc(OC)c(S(=O)(=O)NCCO)c1 | 1 | . | . | -7 | -1 | -3 | . | -8 |

Further compounds.
| SMILES | Cneo AK release | LGR2 antag | PAX8 reporter | ARNT-TACC3 inh | PglD inh | PGC1a acetyl inh | GSIS activator | Statin myotox sup |
| --- | --- | --- | --- | --- | --- | --- | --- | --- |
| Fc1ccccc1C1c2cccn2CCN1C(=S)Nc1ccc(Br)cc1 (configuration not stated) | 3 | 5 | -11 | 0 | -3 | 8 | -3 | . |
| Oc1c(C=Nc2ccccc2)sc(=S)n1Cc1ccccc1 | . | -10 | -22 | 3 | . | -4 | 11 | 9 |
| CCOC(=O)c1c(NC(=O)COC(=O)c2cccnc2OCC)sc(C(=O)N(CC)CC)c1C | 0 | 10 | -5 | -7 | 2 | -20 | -4 | -1 |
| N#Cc1c(-c2cccnc2)cc(-c2ccccc2)nc1N | 2 | . | -7 | . | 4 | 2 | . | . |
| CCN(CC)S(=O)(=O)c1ccc(NC(=O)COC(=O)c2c[nH]c(=O)[nH]c2=O)cc1 | 3 | 1 | 5 | -3 | 3 | 0 | 11 | . |
| C[C@H](CO)N1C[C@H](C)[C@H](CN(C)Cc2ccc(C(=O)Nc3ccccc3N)cc2)Oc2ccc(NS(=O)(=O)c3ccc(Cl)cc3)cc2C1=O | -1 | -7 | . | 3 | -5 | 11 | -6 | 59 |
| NC(=O)c1ccsc1NC(=O)CSc1nnc(Nc2ccccc2)s1 | . | 0 | -3 | 5 | . | . | -22 | . |

Gathered by group, the entries above containing fluorine (8)
| SMILES | Cneo AK release | LGR2 antag | PAX8 reporter | ARNT-TACC3 inh | PglD inh | PGC1a acetyl inh | GSIS activator | Statin myotox sup |
| --- | --- | --- | --- | --- | --- | --- | --- | --- |
| CS(=O)(=O)Nc1ccc2c(c1)[C@@H]1C[C@@H](CC(=O)NCc3cccc(F)c3)O[C@H](CO)[C@@H]1O2 | 1 | -8 | 6 | -10 | 1 | 15 | 5 | 6 |
| O=C(c1cc(C2CCCCN2S(=O)(=O)c2ccc(F)cc2F)on1)N1CCOCC1 (configuration not stated) | -1 | 2 | -6 | . | -3 | 2 | 3 | 0 |
| O=C(c1ccccc1Br)N1N=C(c2ccccc2)CC1c1ccccc1F (configuration not stated) | -1 | -7 | 31 | -1 | 3 | 4 | -25 | 31 |
| C[C@@H]1CCCCO[C@H](CN(C)C(=O)Nc2ccc(C(F)(F)F)cc2)[C@@H](C)CN([C@@H](C)CO)C(=O)c2cc(NS(=O)(=O)c3cn(C)cn3)ccc2O1 | -2 | 17 | 9 | -9 | 0 | 3 | -14 | . |
| CN(C)CCCN(C(=O)c1nc2ccccc2s1)c1nc2ccc(F)cc2s1 | 2 | -4 | -6 | -6 | 0 | 4 | 10 | . |
| O=C(NC(=S)Nc1cccc(C(F)(F)F)c1)c1ccc2nonc2c1 | 3 | 10 | 25 | . | 2 | -11 | . | . |
| COc1ccc2c3c([nH]c2c1)[C@H](CO)N(C(=O)c1cccc(F)c1)CC31CN(C(=O)CC2CC2)C1 | . | -20 | 1 | . | . | -24 | -11 | . |
| Fc1ccccc1C1c2cccn2CCN1C(=S)Nc1ccc(Br)cc1 (configuration not stated) | 3 | 5 | -11 | 0 | -3 | 8 | -3 | . |
